Screens deposited in PubChem by several laboratories.
MsrA inhibitor: bovine MsrA enzyme inhibitors, primary screen, biochemical, absorbance, HTS; purified bovine MsrA, absorbance read-out; AID 651718, 2012; 360,000 compounds, 0.75% hits; inhibition, % at 15.5 µM; in the data active = inhibition above about 4.5%;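 note: 0% = vehicle wells with enzyme and 100% = reference inhibitor wells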
Rin1 Abl inh: inhibitors of Rin1-Abl protein binding, primary screen, biochemical, TR-FRET; Tyrosine-protein kinase ABL1 (Homo sapiens) + Ras and Rab interactor 1 (Homo sapiens), …; inhibition, % at 7.35 µM; 360,000 compounds, 0.4% hits; in the data active = inhibition above about 5%, passing the limit was not always enough
Tb MetRS inh: T. brucei MetRS inhibitors, primary screen, biochemical, luminescence; methionyl-tRNA synthetase (Trypanosoma brucei brucei); purified T. brucei MetRS, ATP depletion, Kinase-Glo luminescence; inhibition, % at 11.9 µM; 360,000 compounds, 0.4% hits;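 active = inhibition above a per-plate cutoff of the control wells' mean inhibition plus 3 SD, cut at about 5.5% in these data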;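 note: 0% = DMSO wells median and 100% = median of wells with control inhibitor compound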
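Material: parasite MetRS enzyme / Replication: singlicate, one well per compound / Signal: luminescence of leftover ATP / Schedule: 2 h aminoacylation at 25 °C after 15 min preincubation / Medium: HEPES-MgCl2-KCl buffer plus DTT, spermine, BSA, pyrophosphatase / Doses: 11.9 µM single point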
eLon inh: inhibitors of E. coli Lon protease, primary screen, biochemical, fluorescence polarization; P0A9M0; purified E. coli Lon protease; inhibition, % at 7.94 µM; 360,000 compounds, 0.42% hits; AID 602123, 2011; in the data active = inhibition above about 13%, passing the limit was not always enough;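 note: 0% = enzyme with probe and DMSO and 100% = no enzyme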
Neddylation inh: inhibitors of cullin neddylation, primary screen, biochemical, TR-FRET, uHTS, NAE and Ubc12; calls only at 25 µM; 360,000 compounds, 0.58% hits; NEDD8-conjugating enzyme Ubc12 (Homo sapiens) + NEDD8-activating enzyme E1 regulatory …; AID 651699, 2012; in the data active = inhibition above about 36%
Target sequence (P61081 whole entry, looked up): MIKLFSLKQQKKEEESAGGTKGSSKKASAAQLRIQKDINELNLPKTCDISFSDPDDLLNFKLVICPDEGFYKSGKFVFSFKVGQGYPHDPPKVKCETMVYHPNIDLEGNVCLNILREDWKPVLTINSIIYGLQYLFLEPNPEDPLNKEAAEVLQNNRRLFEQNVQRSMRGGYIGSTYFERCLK
Target sequence (Q13564 whole entry, looked up): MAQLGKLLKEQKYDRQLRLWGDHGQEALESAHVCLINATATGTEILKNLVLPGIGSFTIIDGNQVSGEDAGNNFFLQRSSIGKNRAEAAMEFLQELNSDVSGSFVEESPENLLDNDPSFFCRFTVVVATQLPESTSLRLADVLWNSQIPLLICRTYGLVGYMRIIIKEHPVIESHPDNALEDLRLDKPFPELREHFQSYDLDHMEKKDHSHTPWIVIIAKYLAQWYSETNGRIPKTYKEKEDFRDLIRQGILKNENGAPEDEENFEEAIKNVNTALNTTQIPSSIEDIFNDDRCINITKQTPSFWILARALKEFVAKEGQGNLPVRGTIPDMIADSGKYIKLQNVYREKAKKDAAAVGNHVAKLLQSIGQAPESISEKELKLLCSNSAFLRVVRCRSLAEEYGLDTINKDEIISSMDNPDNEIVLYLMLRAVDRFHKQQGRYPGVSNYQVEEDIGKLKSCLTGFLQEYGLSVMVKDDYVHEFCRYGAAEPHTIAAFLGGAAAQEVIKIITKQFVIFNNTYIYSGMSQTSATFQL
CSN inh: inhibitors of CSN-mediated cullin deneddylation, primary screen, biochemical, fluorescence polarization, uHTS | COP9 signalosome complex subunit 5 (Homo sapiens), Q92905 | Purified CSN, SCF-Nedd8-OG deneddylation | inhibition, % at 12.5 µM | 360,000 compounds, 0.38% hits | AID 651999, 2013;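 active = pattern-corrected inhibition above about 35%, with an unprinted fluorescence ratio check between 0.5 and 1.5, limit read from the data, passing the limit was not always enough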;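 note: 0% = enzyme with substrate and 100% = substrate without enzyme; some results filed as inactive read as strong as hits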
Target sequence (Q92905 whole entry, looked up, one chain of several): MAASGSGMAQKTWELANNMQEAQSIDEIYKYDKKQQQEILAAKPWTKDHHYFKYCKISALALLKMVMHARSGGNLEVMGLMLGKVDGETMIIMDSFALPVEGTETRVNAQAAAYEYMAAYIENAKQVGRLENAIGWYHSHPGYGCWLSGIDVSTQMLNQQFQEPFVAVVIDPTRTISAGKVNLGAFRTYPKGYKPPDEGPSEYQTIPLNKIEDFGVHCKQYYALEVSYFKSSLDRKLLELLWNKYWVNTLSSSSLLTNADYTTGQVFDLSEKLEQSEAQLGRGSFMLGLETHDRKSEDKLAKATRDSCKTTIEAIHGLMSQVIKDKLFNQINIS
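Test system: Human Csn5 produced in HEK293T cells | Compound: 12.5 µM single point | Times: 90 min, room temperature | Signal: Fluorescence polarization readout | Read-out basis: % inhibition of substrate cleavage by Csn5 | Controls: no-enzyme wells high, enzyme-with-substrate wells low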
MsrA act: bovine MsrA enzyme activators, primary screen, biochemical, absorbance, HTS. purified bovine MsrA, absorbance read-out. 360,000 compounds, 0.3% hits. AID 602163, 2012. activation, % at 10.6 µM. Methionine sulfoxide reductase A (Bos taurus); in the data active = activation above about 7.5%;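 note: 0% = vehicle and 100% = reference activator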
FAS TE block: FAS thioesterase domain inhibitors, primary screen, biochemical, fluorescence intensity, uHTS; Fatty acid synthase (Homo sapiens), P49327; 360,000 compounds, 0.67% hits; inhibition, % at 15 µM; recombinant FAS-TE, OMFH fluorogenic substrate, fluorescence endpoint;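 active = compounds whose normalised, plate-corrected inhibition of enzyme fluorescence in the single-dose primary screen is 50% or more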;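 note: 0% = DMSO with enzyme and 100% = substrate without enzyme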
PABP1 MLLE inh: inhibitors of PABP1 MLLE–PAM2 peptide binding, primary screen, biochemical, fluorescence polarization, FITC-PAM2, GST-MLLE | Polyadenylate-binding protein 1 (Homo sapiens), P11940 | AID 588489, 2011 | inhibition, % at 20 µM | 360,000 compounds, 0.36% hits; in the data active = inhibition above about 35%, passing the limit was not always enough;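 note: plate controls were DMSO wells with GST-MLLE for no effect and wells lacking GST-MLLE protein for full effect; some results filed as inactive read as strong as hits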
* hit, by the source's call; i = inactive; / = not tested or not shown. Rows were taken by chance; any-hit rate near 4%.

# | SMILES | MsrA inhibitor | Rin1 Abl inh | Tb MetRS inh | eLon inh | Neddylation inh | CSN inh | MsrA act | FAS TE block | PABP1 MLLE inh
1 | COC(=O)CNC(=O)COC(=O)c1cc(Cl)cc(Cl)c1N | 0.7 | 0 | 0.0 | -2 | / | 1 | -2 | -5 | -4
2 | CN(Cc1ccc(Cl)c(Cl)c1)C(=O)C1CSC2(C)CCC(=O)N12 (stereo not drawn) | -1.4 | 0 | -0.3 | -6 | i | -4 | -2 | 2 | -11
3 | NS(=O)(=O)c1ccc(CCNC(=O)C2CCCN(S(=O)(=O)c3cccnc3)C2)cc1 (stereo not drawn) | -0.2 | 1 | -0.6 | -11 | i | -1 | -1 | -1 | 1
4 | CSC(SC)=C(C(C)=O)C(=O)c1ccc(C)cc1 | 1.5 | -3 | -0.5 | -7 | i | 2 | -1 | 6 | -14
5 | Cc1ccccc1CN(c1ccc(C(N)=O)cc1)S(C)(=O)=O | 1.0 | -1 | -1.6 | -1 | i | -2 | -13 | -8 | -4
6 | CCOc1cc(NS(=O)(=O)c2ccc(OC)cc2)c(OCC)cc1NC(C)=O | 1.1 | 1 | 0.1 | 3 | i | 2 | -2 | -7 | -3
7 | CC(C)c1ccc(OCC(=O)Nc2c3c(nn2C(C)(C)C)CS(=O)(=O)C3)cc1 | 1.2 | 0 | -0.4 | 5 | i | 0 | -9 | 2 | 6
8 | Nc1nc(-c2ccc(Br)cc2)c(S(=O)(=O)c2ccccc2)s1 | 0.0 | -2 | -0.6 | -7 | i | -1 | -1 | 19 | 10
9 | Cc1ccc(NC(=O)CN2CCCC2c2cccn2C)c(Br)c1 (stereo not drawn) | 1.2 | 0 | 0.1 | -2 | i | -2 | -4 | 20 | 6
10 | COc1ccc2[nH]cc(C(=O)N3CCCCC3)c(=O)c2c1 | 2.6 | 2 | 1.0 | 2 | i | -3 | 1 | -8 | 0
11 | NC(=O)CN1C(=O)C2CCCCN2C(=O)c2ccccc21 (stereo not drawn) | 1.9 | 6 | -0.7 | -5 | i | 0 | -11 | -15 | -8
12 | COc1ccc(NC(=O)C2CCCN(S(=O)(=O)c3ccc4[nH]c(=O)ccc4c3)C2)cc1 (stereo not drawn) | 0.9 | -3 | 0.4 | -3 | i | -2 | -3 | -7 | -5

Entries of single compounds from above.
Listed for Nc1nc(-c2ccc(Br)cc2)c(S(=O)(=O)c2ccccc2)s1 → MsrA inhibitor: 0.0; Rin1 Abl inh: -2; Tb MetRS inh: -0.6; eLon inh: -7; Neddylation inh: i; CSN inh: -1; MsrA act: -1; FAS TE block: 19; PABP1 MLLE inh: 10
Listed for CN(Cc1ccc(Cl)c(Cl)c1)C(=O)C1CSC2(C)CCC(=O)N12 (stereo not drawn) → MsrA inhibitor: -1.4; Rin1 Abl inh: 0; Tb MetRS inh: -0.3; eLon inh: -6; Neddylation inh: i; CSN inh: -4; MsrA act: -2; FAS TE block: 2; PABP1 MLLE inh: -11

Continued.
# | SMILES | MsrA inhibitor | Rin1 Abl inh | Tb MetRS inh | eLon inh | Neddylation inh | CSN inh | MsrA act | FAS TE block | PABP1 MLLE inh
13 | Cc1cccc(C)c1N1C(=O)CC(N2CCN(S(=O)(=O)c3ccccc3F)CC2)C1=O (stereo not drawn) | -0.2 | 3 | -0.3 | 3 | i | 3 | -3 | -1 | -3
14 | COC(=O)Cn1nnc(N2CCOCC2)n1 | -0.8 | -4 | -0.1 | 9 | i | 1 | 8.0* | -7 | -1
15 | O=C(/C=C/c1ccccc1Cl)NCc1ccco1 | 0.9 | 3 | -0.7 | -4 | i | -3 | -3 | -3 | -6
16 | O=C(O)c1ccccc1NN=Cc1ccccc1 | 2.4 | -3 | -0.1 | 9 | i | -4 | -2 | -5 | 8
17 | O=C(CCN1CCN(C/C=C/c2ccccc2)CC1)Nc1ccccc1Cl | -0.2 | 2 | 0.3 | 12 | i | -3 | -4 | -1 | 8
18 | O=C(NCc1ccco1)C(c1ccc(F)cc1)N(C(=O)Cc1cccs1)c1cccnc1 (stereo not drawn) | 1.7 | 0 | -0.1 | 7 | i | -6 | -1 | -4 | 10
19 | CC(C)CCOc1cccc(OCC(=O)N(C)C2CCS(=O)(=O)C2)c1 (stereo not drawn) | 0.3 | 0 | -1.1 | -7 | i | 0 | -12 | 15 | 5
20 | CS(=O)(=O)c1ccc(Cl)c(NC(=O)COC(=O)CCN=C2NS(=O)(=O)c3ccccc32)c1 | -0.8 | -3 | -0.4 | 0 | i | -7 | -2 | -4 | 0
21 | Cc1ccccc1Nc1nnc(SCC(=O)Nc2ncc(C(F)(F)F)cc2Cl)s1 | 1.6 | -2 | -0.9 | 9 | i | 0 | -9 | 10 | -3
22 | CCc1ccccc1NC(=O)CN(C)C(=O)Cn1ncc(Cl)c(Cl)c1=O | -0.3 | 3 | -0.1 | -5 | i | -3 | -3 | -8 | -22
23 | O=C(Cn1c(CC(=O)N2CCOCC2)nc2ccccc21)Nc1ccc2c(c1)OC(F)(F)O2 | 0.1 | 3 | 25* | 3 | i | 6 | -2 | 4 | -4
24 | COC(=O)c1ccccc1-c1ccc(/C=C2\C(=O)N(c3ccccc3)N=C2c2ccccc2)o1 | -0.4 | -1 | -0.3 | -5 | i | 2 | -1 | -1 | 12
25 | O=S(=O)(/N=C(/Nc1ccccn1)c1ccccc1)c1ccccc1 | -1.4 | 1 | 0.0 | -2 | i | 2 | -3 | -9 | 4
26 | CCc1nc(SCC(=O)OC(C)C)c2ccccc2n1 | -1.6 | -5 | -0.8 | -10 | i | -2 | 2 | 2 | 5
27 | COc1ccc(CNC(=O)C2CCCN2S(=O)(=O)c2ccc(C)cc2)cc1 (stereo not drawn) | 0.2 | 2 | -0.3 | -4 | i | 6 | -4 | -1 | 6
28 | CCn1nc(C)c(/C=N/NC(=O)c2c[nH]c3ccccc23)c1C | -0.3 | 1 | 0.5 | -1 | i | -3 | -2 | -9 | -8
29 | Cc1ccc(-n2ncc3c(NCCCOC(C)C)ncnc32)c(C)c1 | -0.1 | 2 | -1.5 | -9 | i | 1 | -13 | -7 | 5
30 | CCC(c1nnnn1Cc1ccc(OC)cc1)N(CCCO)Cc1cc2cc3c(cc2[nH]c1=O)OCO3 (stereo not drawn) | 1.8 | -5 | 1.3 | -3 | / | -10 | -1 | -5 | 15
31 | CCn1nnnc1SCC(=O)Nc1cccc(C)n1 | -1.5 | -3 | 0.5 | -4 | i | 1 | -1 | -5 | 3
32 | Fc1ccc(-c2nc3nc4ccccc4nc3n2Cc2ccco2)cc1 | 2.0 | -2 | -0.2 | 0 | i | 2 | -6 | 10 | -4
33 | O=C(N=Nc1c(O)n(Cc2ccccc2)c2ccccc12)c1ccncc1 | 1.9 | -5 | -1.3 | -6 | i | 3 | -5 | 5 | 10
34 | COc1ccccc1CNC(=O)C1CCCN(S(C)(=O)=O)C1 (stereo not drawn) | -1.1 | 0 | 0.3 | -12 | i | -2 | 0 | -4 | 2
35 | CC(NC(=O)C(c1ccccc1)c1ccccc1)C(=O)N1CCCCC1 (stereo not drawn) | 0.2 | -2 | -1.1 | 2 | i | -3 | -10 | -6 | 0
36 | COc1ccc(OC)c(-n2c(O)cnc2Nc2nc(C)cc(C)n2)c1 | -0.5 | 1 | -0.5 | -7 | i | -5 | -3 | -4 | 11
37 | CCOC(=O)c1sc(NC(=O)CSc2nc(O)c(Cc3ccccc3)c(=O)[nH]2)nc1C | 2.3 | 0 | -1.0 | -4 | i | -1 | -7 | -8 | 28
38 | O=C(CC1S/C(=N/N=C/C=C/c2ccccc2)NC1=O)Nc1ccc(Cl)c(Cl)c1 (stereo not drawn) | 0.2 | -1 | -0.4 | -7 | i | 2 | -2 | 5 | -10
39 | Cc1sc2ncnc(SCC(=O)c3ccc4c(c3)OCCO4)c2c1-c1ccccc1 | 2.2 | 0 | -0.5 | -1 | i | -9 | -10 | 20 | 5
40 | CC(C)OC(=O)CSc1nc(N2CCOCC2)c2c(c1C#N)CC(C)(C)OC2 | 0.2 | 0 | -0.6 | -17 | i | 4 | -1 | -1 | 6
41 | COc1cc2c(cc1OC)CN(CC(=O)Nc1ccc(C)c(S(=O)(=O)N3CCOCC3)c1)CC2 | 0.8 | 1 | 0.1 | -9 | i | -3 | -3 | -1 | -6
42 | Cc1ccc(CNC(=O)C2CC(c3ccc([N+](=O)[O-])cc3)=NO2)cc1 (stereo not drawn) | -0.1 | 2 | -0.5 | 10 | i | 3 | -2 | 17 | 1
43 | C[C@H]1CN([C@@H](C)CO)C(=O)CCCn2cc(nn2)CO[C@@H]1CN(C)C(=O)Oc1ccccc1 | 1.7 | 5 | -0.7 | -10 | i | 100* | -5 | -6 | 1
44 | CCOc1ccc(CCNC(=O)c2ccc(CNS(=O)(=O)c3ccccc3)cc2)cc1OCC | -0.1 | 1 | -0.7 | -6 | i | 0 | 0 | -15 | -8
45 | CN(C)c1ccnc2sc(C(N)=O)c(N)c12 | 1.5 | -3 | -0.5 | -2 | i | 6 | -11 | -6 | 14
46 | CCOc1ccccc1CNC(=O)CCCC(=O)n1nc(C)c2ccccc21 | -0.3 | -1 | -0.7 | -6 | i | -1 | -10 | 7 | 6
47 | O=C1CCCC(O)=C1N=Nc1ccc2c(c1)OCO2 | 1.3 | -12 | -0.5 | -22 | i | 12 | -3 | -7 | -48
48 | CCn1c(C)nnc1SCC(=O)NC1CCCC1 | -1.6 | 3 | 0.1 | -2 | i | 2 | -3 | -4 | -4
49 | COc1ccc2c(c1)CC[C@@H]1[C@@H]2CC[C@]2(C)C(=O)CC[C@@H]12 | -1.7 | 0 | -1.2 | -2 | i | -2 | -3 | 16 | -12
50 | COc1cc(C(=O)NCC(c2cccs2)N2CCOCC2)cc(OC)c1OC (stereo not drawn) | 0.5 | 4 | -0.4 | -11 | i | 2 | -2 | -3 | 6
51 | CN(C)S(=O)(=O)N(CC(=O)N1CCN(c2ccccc2F)CC1)c1ccccc1 | 1.9 | -1 | 0.0 | -6 | i | -4 | -5 | -2 | -64
52 | O=C(NC1CCCCC1)C1c2ccccc2OCC(=O)N1Cc1ccco1 (stereo not drawn) | -0.6 | / | 0.3 | 2 | i | -1 | 0 | -5 | /
53 | CCOc1ccc(OCCC(=O)Nc2ccc(N3CCOCC3)cc2N2CCOCC2)cc1 | 0.7 | -3 | -0.1 | 7 | i | 1 | -1 | -7 | -17
54 | Cc1ccc(-c2noc(COc3ccc4c(c3)OCO4)n2)cc1 | 0.4 | -1 | 0.1 | 0 | i | 4 | 0 | -5 | 1
55 | COc1cc(C(=O)C(O)c2ccc(O)c(OC)c2)ccc1O (stereo not drawn) | 2.3 | 1 | 0.1 | 3 | i | 0 | -2 | -5 | 8
56 | C1COCCNCCOCCOCCOCCN1 | 0.8 | -3 | -0.5 | -3 | i | -4 | -5 | -8 | -3
57 | CN(CCc1ccccc1)C(=O)c1ccc(NC(=O)Cc2cccc(NC(=O)C3CCN(C(=O)c4ccccc4)CC3)c2)cc1 | 0.3 | 9.1* | -0.4 | -6 | i | 1 | 0 | -3 | -4
58 | CC(=O)C1=C(C)NC(=O)CC1c1ccccc1Cl (stereo not drawn) | 1.5 | 1 | -0.5 | -11 | i | -3 | 0 | -8 | 2
